HTRA1 inhibitor = blocks human HTRA1 serine peptidase; recombinant HTRA1, FP-rhodamine activity-based probe, fluorescence polarization; inhibition, % at 5.96 µM; 0.5% of 340,000 active; in the data active means inhibition above about 36%;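 further: 0% = enzyme with DMSO and 100% = wells lacking enzyme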
TCR-CD3 inh = human TCR-CD3 binding inhibition; TAMRA-labeled TCR probe fluorescence, biochemical; inhibition, % at 9.4 µM; 0.37% of 360,000 active; AID 651800; in the data active means inhibition above about 19%;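 further: recombinant mutant TCR 2C K166C tagged with TAMRA read by polarization; 0% = receptor in buffer alone and 100% = receptor with positive control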
Tn7 DDE FP = DD(E)-Tn7 binding inhibition, primary FP screen | P02675 | FP displacement of FITC-Tn7 peptide from fibrin DD(E); 0% = median of compound wells per plate | inhibition, % at 8.3 µM | 0.13% of 370,000 active | AID 720508;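 active means inhibition above the mean of compounds falling within the control limits plus 3 SD of them, cut at about 14% in these data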;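 further: 0% = plate median of compound wells and 100% = 10 µM Aha-Tn7 peptide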
Target sequence (P02675 whole entry, looked up): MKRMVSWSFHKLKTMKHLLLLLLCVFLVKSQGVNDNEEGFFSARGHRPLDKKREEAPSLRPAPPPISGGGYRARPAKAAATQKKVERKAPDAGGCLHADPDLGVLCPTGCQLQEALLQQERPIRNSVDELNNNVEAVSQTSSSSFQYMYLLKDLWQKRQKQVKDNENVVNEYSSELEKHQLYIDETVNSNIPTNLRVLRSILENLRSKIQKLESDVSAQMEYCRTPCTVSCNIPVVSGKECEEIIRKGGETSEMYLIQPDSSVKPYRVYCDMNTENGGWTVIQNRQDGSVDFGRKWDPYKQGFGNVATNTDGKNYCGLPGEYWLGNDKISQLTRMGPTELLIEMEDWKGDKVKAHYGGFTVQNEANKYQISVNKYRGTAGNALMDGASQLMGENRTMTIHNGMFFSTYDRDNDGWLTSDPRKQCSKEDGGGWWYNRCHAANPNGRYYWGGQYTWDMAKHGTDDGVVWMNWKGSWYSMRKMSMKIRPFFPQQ
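Also added: labelled Tn7 tracer, 0.1 µM; Assay system: human fibrin DD(E) protein; Amount: 2 µM fibrin DD(E); Schedule: 10 min compound pre-incubation, 3 h probe incubation at room temperature; Repeats: one replicate per compound; Read-out basis: percent inhibition; Measured by: fluorescence polarization of the labelled Tn7 tracer.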
TDP2 absorb = blocks human TDP2 phosphodiesterase activity; O95551; recombinant TDP2, T5PNP hydrolysis, p-nitrophenol absorbance 415 nm; 0.34% of 370,000 active; inhibition, % at 12.8 µM;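 active means inhibition above the mean of all tested compounds plus 3 SD, set per campaign, cut at about 25% in these data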;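 further: 0% = DMSO with enzyme and 100% = buffer with substrate but no TDP2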
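System – recombinant human TDP2 · Quantity – TDP2 enzyme at 120 nM final · Doses – single concentration, 12.8 µM nominal, with 1% DMSO · Incubation – 2 h at 37 °C · Measured by – epi absorbance of p-nitrophenol freed from T5PNP by hydrolysis · Read-out – % inhibition relative to enzyme-containing and enzyme-free wells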
SIAE primary = inhibitors of human sialic acid acetylesterase SIAE. Q9HAT2. SIAE FP-Rh probe binding, fluorescence polarization. inhibition, % at 9.66 µM. 0.69% of 370,000 active. AID 1053197;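 active means inhibition above a cutoff: mean of compounds within the control limits plus 3 SD of those, cut at about 17% in these data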;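 further: 0% = plate median of compound wells and 100% = probe without SIAE protein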
UHRF1 MBD2 ctr = blocks human UHRF1 binding to methylated DNA; inhibition, % at 4.4 µM; UHRF1 binding to methylated oligo, TR-FRET; 0.75% of 370,000 active; Q96T88; in the data active means inhibition above about 21%;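 further: UHRF1 SRA domain binding a hemimethylated CpG hairpin DNA probe; 0% = median of test compound wells and 100% = reference inhibitor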
PG9 Ab binder = PG9 antibody binding by small molecule. TR-FRET gp120-PG9 antibody binding. inhibition, % at 6.7 µM. 0.43% of 360,000 active; in the data active means inhibition above about 8.5%
LEDGF integ inh = blocks HIV-1 LEDGF/p75-dependent DNA integration. 0.64% of 370,000 active. inhibition, % at 3.7 µM. TR-FRET IN-LEDGF/p75 DNA integration, Eu/Cy5;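 active means inhibition above the screen-wide mean plus 3 SD, cut at about 13% in these data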;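 further: signal is the Cy5 over europium emission ratio at 671 and 618 nm; 0% = plate median of compound wells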
PRMT1 FP inh = PRMT1 (human) inhibition, primary screen; 1.3% of 370,000 active; Q99873; inhibition, % at 2.79 µM; recombinant PRMT1, activity-based probe fluorescence polarization;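 active means inhibition above about 21% made by adding two undisclosed values, limit read from the data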
Target sequence (Q99873 whole entry, looked up): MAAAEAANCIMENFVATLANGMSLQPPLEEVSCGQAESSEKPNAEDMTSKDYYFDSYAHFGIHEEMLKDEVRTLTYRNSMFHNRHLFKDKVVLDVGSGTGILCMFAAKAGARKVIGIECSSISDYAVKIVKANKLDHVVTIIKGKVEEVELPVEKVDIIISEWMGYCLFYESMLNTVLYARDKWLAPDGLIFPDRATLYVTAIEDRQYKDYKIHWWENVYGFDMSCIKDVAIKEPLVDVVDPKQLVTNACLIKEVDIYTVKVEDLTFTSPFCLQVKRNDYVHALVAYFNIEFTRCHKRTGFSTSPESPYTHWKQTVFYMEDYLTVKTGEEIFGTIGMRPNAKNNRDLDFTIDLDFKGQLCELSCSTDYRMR
ABHD4 inh = inhibitors of mouse ABHD4; inhibition, % at 8.92 µM; 0.54% of 370,000 active; purified mABHD4, FP-Rh probe fluorescence polarization; Q8VD66;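 active means inhibition exceeding the mean over every tested compound plus 3 SD, cut at about 30% in these data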;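 further: 0% = plate median of compound wells and 100% = S159A mutant with DMSO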
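system = mouse ABHD4 enzyme, wild type | medium = HEPES pH 7.0, NaCl, Pluronic buffer | also added = FP-Rh probe | incubation = Enzyme–compound pre-incubation 45 min, then probe 60 min, both 25 °C | technique = fluorescence polarization, excitation 525 nm, emission 598 nm, BODIPY TMR filters | controls = S159A mutant high control, sample median low control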
Active calls of the source: *; / = no result given.

#1 O=C(OCCN1CCCCC1)c1ccc(O)cc1
#2 C1CN(CC23CC4CC(CC(C4)C2)C3)CCO1
#3 CN(C)c1ccc(C(C(=O)NC2CCCC2)N(Cc2cccnc2)C(=O)c2snc(C(N)=O)c2N)cc1 (centres undefined)
#4 c1coc(-c2nnc3n2N=C(c2ccc4ccccc4c2)CS3)c1
#5 CCN(CC)C(=O)C1=C(C)N(Cc2ccc(F)cc2)C(=O)C(CC(=O)NC(c2ccccc2)c2ccccc2)C1 (centres undefined)
#6 O=C(COc1cccc(Cl)c1)NCc1ccccc1
#7 COc1ccc(NC(=O)C(=O)NCC(c2ccco2)N2CCc3ccccc3C2)cc1 (centres undefined)
#8 COc1ccc(CN2CCC(N3CC(C)OC(C)C3)CC2)c(OC)c1 (centres undefined)

screen / no.,1,2,3,4,5,6,7,8
HTRA1 inhibitor,-1,-4,-5,/,-11,0,-21,6
TCR-CD3 inh,-4,5,2,/,1,-2,2,3
Tn7 DDE FP,9,3,-3,1,-4,-3,-2,2
TDP2 absorb,-11,3,-1,3,-2,2,-1,24
SIAE primary,4,-1,4,8,-2,8,1,11
UHRF1 MBD2 ctr,4,2,1,-12,-2,36*,1,1
PG9 Ab binder,3.5,0.9,2.5,/,-1.4,0.1,0.1,-0.2
LEDGF integ inh,2,0,0,0,1,1,1,0
PRMT1 FP inh,1,-2,3,1,-9,-3,0,3
ABHD4 inh,-10,1,7,-7,-1,-7,-4,6

#9 OC(c1cccc(Cl)c1)c1ncc(-c2ccccc2Cl)[nH]1 (centres undefined)
#10 C=CCc1ccc(OCCCNC2CCCC2)c(OC)c1
#11 CC(NC(=O)c1ccco1)C1COc2ccccc2O1 (centres undefined)
#12 COc1cc2oc(=O)cc(-c3ccc(-c4ccc(OC(F)(F)F)cc4)cc3)c2c(OC)c1OC
#13 CNC(=S)N(Cc1ccco1)Cc1cc2cc3c(cc2[nH]c1=O)OCCO3
#14 CCn1cnc2c(NCc3cccnc3)nc(C#N)nc21
#15 CCC1(CC)NC(=O)N(CC(=O)Nc2sc3c(c2C(N)=O)CCC3)C1=O
#16 Cn1c(SCc2nnc(-c3ccccc3Br)o2)nc2sc3c(c2c1=O)CCC3

screen / no.,9,10,11,12,13,14,15,16
HTRA1 inhibitor,/,4,-4,2,-1,/,9,-40
TCR-CD3 inh,1,2,3,0,10,/,3,0
Tn7 DDE FP,-1,3,-1,3,-4,2,2,1
TDP2 absorb,-16,18,-1,3,3,1,10,-8
SIAE primary,-8,3,0,2,5,-4,-4,-10
UHRF1 MBD2 ctr,3,-2,3,0,-3,0,2,1
PG9 Ab binder,-0.2,-1.2,1.9,-3.1,-1.5,/,-1.5,0.0
LEDGF integ inh,-5,0,-3,-3,1,-2,1,-1
PRMT1 FP inh,6,-2,3,-4,3,-1,2,29*
ABHD4 inh,-28,9,-3,-1,0,2,4,-3

#17 CC(=O)Nc1ccc(CNc2nc(NCc3cccs3)nc3ccsc23)cc1
#18 CN1CCCN(C(=O)C2CCCCC2)CC1
#19 CCC(C)(C)NC(=O)C(c1cccnc1)N(C(=O)c1csnn1)c1ccc(C)cc1 (centres undefined)
#20 Cc1cccc(N2CCN(C(=O)NC3CCCCC3)CC2C)c1 (centres undefined)
#21 Cc1cccc(-c2nnc(SCC(=O)Nc3cc(C)on3)n2C)c1
#22 CCOC(=O)C(CC)n1cnc2c(oc3ccccc32)c1=O (centres undefined)
#23 COc1ccc(OCC(=O)N2CCC3(CC2)CC(=O)c2ccccc2O3)cc1
#24 Cc1cc(NS(=O)(=O)c2ccc(NC(=O)NC(C)(C(F)(F)F)C(F)(F)F)cc2)no1

screen / no.,17,18,19,20,21,22,23,24
HTRA1 inhibitor,/,5,-2,13,-7,4,-2,1
TCR-CD3 inh,1,5,3,-5,5,4,-6,-5
Tn7 DDE FP,1,0,3,-2,1,-2,0,-6
TDP2 absorb,-5,6,-7,-12,16,11,16,-10
SIAE primary,-3,1,-5,1,-2,1,2,-8
UHRF1 MBD2 ctr,-2,-2,5,3,0,1,-1,21*
PG9 Ab binder,-2.0,-1.8,1.3,-2.4,-2.1,-1.1,1.3,2.8
LEDGF integ inh,-1,-4,-8,-2,2,-2,3,-1
PRMT1 FP inh,-2,-3,-1,1,1,0,-2,6
ABHD4 inh,1,-1,9,0,4,-1,2,-4

#25 COc1cc2ccccc2cc1C(=O)NCCCN1CCOCC1
#26 CC(=O)N1c2ccc(S(=O)(=O)NCC3CCC(C(=O)N4CC(C)CC(C)C4)CC3)cc2CC1C (centres undefined)
#27 CCOC(=O)c1cc2c(ccn2C)n1CC(=O)Nc1ccc(F)cc1
#28 Cc1cc(C)c(NC(=O)COC(=O)C2CCC2)c(Cl)c1
#29 CC(C)c1nnc(NC(=O)CCS(=O)(=O)c2nc(-c3cccs3)cc(C(F)(F)F)n2)s1
#30 C=CCNc1ncnc2c1cnn2-c1ccc(OC)cc1
#31 COc1ccc(C2(O)CCN(C(=O)NC3CCCCC3)CC2)cc1
#32 O=C(Cn1cc(C(=O)c2cccs2)c2ccccc21)NC1CCCCC1

screen / no.,25,26,27,28,29,30,31,32
HTRA1 inhibitor,-8,-1,0,2,-17,1,-2,-18
TCR-CD3 inh,1,0,4,2,-4,-5,-7,2
Tn7 DDE FP,4,-4,5,11,-4,-3,6,-5
TDP2 absorb,-4,-15,-2,-12,-5,11,9,3
SIAE primary,3,4,0,-5,-3,1,-5,0
UHRF1 MBD2 ctr,1,-1,-4,0,3,2,0,-2
PG9 Ab binder,-1.1,-1.8,-0.9,0.8,-0.8,1.4,-1.0,2.5
LEDGF integ inh,-6,4,0,3,0,-2,-1,-2
PRMT1 FP inh,1,-4,4,-5,8,2,0,-1
ABHD4 inh,1,-3,2,0,1,6,3,-3

Single records, from the list above.
`COc1ccc(C2(O)CCN(C(=O)NC3CCCCC3)CC2)cc1` is entered as HTRA1 inhibitor: -2; TCR-CD3 inh: -7; Tn7 DDE FP: 6; TDP2 absorb: 9; SIAE primary: -5; UHRF1 MBD2 ctr: 0; PG9 Ab binder: -1.0; LEDGF integ inh: -1; PRMT1 FP inh: 0; ABHD4 inh: 3
`CCOC(=O)c1cc2c(ccn2C)n1CC(=O)Nc1ccc(F)cc1` is entered as HTRA1 inhibitor: 0; TCR-CD3 inh: 4; Tn7 DDE FP: 5; TDP2 absorb: -2; SIAE primary: 0; UHRF1 MBD2 ctr: -4; PG9 Ab binder: -0.9; LEDGF integ inh: 0; PRMT1 FP inh: 4; ABHD4 inh: 2
`CC(=O)N1c2ccc(S(=O)(=O)NCC3CCC(C(=O)N4CC(C)CC(C)C4)CC3)cc2CC1C` (centres undefined) is entered as HTRA1 inhibitor: -1; TCR-CD3 inh: 0; Tn7 DDE FP: -4; TDP2 absorb: -15; SIAE primary: 4; UHRF1 MBD2 ctr: -1; PG9 Ab binder: -1.8; LEDGF integ inh: 4; PRMT1 FP inh: -4; ABHD4 inh: -3

The results go on.
#33 CCOc1ccc(S(=O)(=O)Nc2cccc(C(=O)N3CCN(c4ccccc4O)CC3)c2)cc1
#34 CC1=C(C(=O)N(C)C)CC(CC(=O)NC2CCCCC2)C(=O)N1Cc1ccccc1 (centres undefined)
#35 CC1=C(CC/C(C)=N/NC(N)=S)C(C)(C)CCC1
#36 CS(=O)(=O)N(CC(=O)Nc1ccc(Cl)c(Cl)c1)C1CCCCC1
#37 O=C(Cn1cnc2c(OCc3ccccc3)ncnc21)NCCCc1ccccc1
#38 COc1ccc(S(=O)(=O)N2CCCCC2c2cc(C(=O)N3CCOCC3)no2)cc1 (centres undefined)
#39 CC(/C=N\NC(=O)CSc1nnc(-c2ccc(Br)cc2)n1-c1ccccc1)=C\c1ccco1
#40 CN(CC(=O)Nc1ccc(OC(F)(F)F)cc1)C(=O)Cc1ccc2c(c1)CCC2

screen / no.,33,34,35,36,37,38,39,40
HTRA1 inhibitor,3,-4,-4,-30,-8,/,/,-15
TCR-CD3 inh,0,5,2,-1,0,-6,/,1
Tn7 DDE FP,2,3,-4,-5,5,1,3,0
TDP2 absorb,-8,-3,-2,-11,3,5,2,-16
SIAE primary,4,0,5,-2,0,4,1,-12
UHRF1 MBD2 ctr,-1,-1,-3,1,14,1,-1,2
PG9 Ab binder,-0.4,0.6,-0.9,2.1,-0.3,1.0,/,-2.1
LEDGF integ inh,-1,-4,4,-2,0,1,4,7
PRMT1 FP inh,2,-7,1,4,0,-1,5,-2
ABHD4 inh,15,-1,-6,-13,-1,0,-6,-9

#41 COc1cc(OC)c(OC)cc1CNC(=O)c1cc(=O)c2ccccc2o1
#42 Cc1c(CN2CC[C@@H](N3CCN(c4ccccn4)CC3)[C@H](O)C2)[nH]c2ccc(F)cc12
#43 CC[C@]12c3[nH]c4cc(CCC(=O)N(C)C)ccc4c3CCN1C(=O)[C@@H](CC(=O)NCCC1=CCCCC1)C[C@@H]2C(=O)N1CCN(C(=O)C2CC2)CC1
#44 COc1ccc(CCNC(=O)C2CCN(S(C)(=O)=O)CC2)cc1OC
#45 CC(=O)c1c(C)nc2nonc2c1N
#46 COC(=O)c1c(C)[nH]c(C(=O)CC#N)c1C
#47 CCn1ccnc1C(O)(c1ccccc1)c1ccccc1
#48 CN1C(=O)CC(NNC(=O)c2ccc(Cl)cc2)C1=O (centres undefined)
#49 CC[C@]12c3[nH]c4ccc(Cl)cc4c3CCN1C(=O)[C@@H](CC(=O)NCc1ccco1)C[C@@H]2C(=O)N1CCN(C(=O)C2CC2)CC1
#50 COc1ccccc1CNC(=O)C(C)NS(=O)(=O)c1ccc(Br)cc1 (centres undefined)

screen / no.,41,42,43,44,45,46,47,48,49,50
HTRA1 inhibitor,-2,-3,4,-3,-4,6,5,-2,0,0
TCR-CD3 inh,-7,8,-5,4,0,-3,-6,-4,2,3
Tn7 DDE FP,7,-3,-8,0,-1,-6,3,-2,6,0
TDP2 absorb,-1,-1,-4,-2,5,-3,-21,5,-2,-5
SIAE primary,2,-7,4,9,-5,-8,-4,3,1,1
UHRF1 MBD2 ctr,2,0,-2,-2,-3,-3,6,-2,-2,0
PG9 Ab binder,-1.0,-0.5,-1.2,-0.6,0.7,-3.6,-1.1,-0.7,-0.9,-1.0
LEDGF integ inh,-2,2,-3,1,-1,-1,-3,1,-4,-1
PRMT1 FP inh,0,-2,-4,0,1,-2,8,1,1,-1
ABHD4 inh,3,8,2,-6,-1,-4,-13,10,-2,-3

Single values from the results shown.
`Cc1cc(NS(=O)(=O)c2ccc(NC(=O)NC(C)(C(F)(F)F)C(F)(F)F)cc2)no1` in ABHD4 inh has -4
`CCn1cnc2c(NCc3cccnc3)nc(C#N)nc21` in Tn7 DDE FP has 2
`CS(=O)(=O)N(CC(=O)Nc1ccc(Cl)c(Cl)c1)C1CCCCC1` in TCR-CD3 inh has -1
